High-throughput results from PubChem BioAssay.
GSK3 alpha inh = blocks human GSK-3 alpha kinase; AID 2650; 0.1% of 320,000 active; ADP-Glo luminescence, 60 min; P49840; inhibition, % at 10 µM;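 in the data active = inhibition above about 50%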;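 note: GST-tagged GSK-3 alpha with peptide substrate and 25 µM ATP; 0% = DMSO neutral wells and 100% = GW8510 positive control wells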
Target sequence (P49840 whole entry, looked up): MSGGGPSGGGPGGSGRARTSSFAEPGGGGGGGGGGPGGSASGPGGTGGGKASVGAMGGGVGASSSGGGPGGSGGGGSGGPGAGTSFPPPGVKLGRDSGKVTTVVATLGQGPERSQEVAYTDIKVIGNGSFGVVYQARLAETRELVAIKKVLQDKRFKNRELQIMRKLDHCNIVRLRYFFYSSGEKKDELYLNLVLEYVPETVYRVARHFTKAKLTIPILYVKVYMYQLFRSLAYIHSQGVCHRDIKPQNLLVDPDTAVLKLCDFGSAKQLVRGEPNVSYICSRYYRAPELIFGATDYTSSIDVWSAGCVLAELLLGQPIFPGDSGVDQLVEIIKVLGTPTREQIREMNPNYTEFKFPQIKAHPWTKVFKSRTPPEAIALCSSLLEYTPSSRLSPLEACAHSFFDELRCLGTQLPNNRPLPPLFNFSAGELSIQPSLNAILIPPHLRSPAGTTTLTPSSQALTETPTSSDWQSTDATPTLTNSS
KLF5 inh = kruppel-like factor 5 inhibition. DLD-1 KLF5 promoter-luciferase reporter, luminescence. inhibition, % at 5 µM. 0.23% of 290,000 active;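 active = inhibition above a per-plate limit of that plate's mean compound inhibition plus 3 SD, cut at about 60% in these data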;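 note: 0% = DMSO wells and 100% = LY294002 at 200 µM; higher means less KLF5 promoter-driven luciferase light; inactives centre near -14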
HSF1 inh = HSF1 inhibition | AID 2098 | activity change, negative = inhibition, % at 7.5 µM (by protocol) | 0.77% of 300,000 active | NIH3T3-HGL HSE-luciferase, MG132-induced, luminescence 8 h; hits give low values;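 active = more than half of replicate wells show activity change below -50%, luminescence cut by over half; inconclusive = some wells, but at most half, below -50%; inactive = no replicate well below -50%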;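 note: luciferase reports HSF-1 transcriptional activity via heat shock element; 0% = median of DMSO wells and -100% = zero luminescence signal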
HSP90 inh = HSP90 refolding inhibition in rabbit reticulocyte lysate; luciferase refolding luminescence, 3 h; inhibition, % at 5.6 µM; 0.91% of 290,000 active; AID 1789;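 active = inhibition above the screen-wide mean plus 3 SD, computed separately per campaign, cut at about 16% in these data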;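 note: 0% = DMSO wells and 100% = 60 µM geldanamycin wells; inhibitors lower the luminescence because luciferase stays unfolded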
HSF-1 act = increases HSF-1 driven luciferase reporter signal; NIH3T3-HGL HSF-1 luciferase reporter, MG132, 8 h; 100% = twice DMSO control signal; activation, % at 9 µM; 1.7% of 300,000 active; AID 504408;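 active = mean replicate activation of at least 50% with a set share of replicates each reaching 50%; inconclusive = only one of those two conditions met; inactive = mean below 50% and too few replicates reaching it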;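 note: 0% = median of the neutral control wells and 100% = twice that signal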
aSyn 5UTR inh = MLPCN primary screen, SNCA 5' untranslated region. inhibition, % (tested at 7.5 µM). 0.82% of 300,000 active. alpha-synuclein 5'UTR reporter, inhibitor activity; in the data active = inhibition above about 60%; inconclusive = no clear call, values can overlap the other calls;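 note: H4 neuroglioblastoma cells stably carrying SNCA 5'UTR luciferase fusion; 0% = DMSO wells and 100% = positive control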
PolyA inhibitor = yeast polyadenylation inhibition; AID 1875; 0.02% of 300,000 active; calls only at 12 µM; S. cerevisiae SKY197-pL101 polyadenylation reporter, beta-gal luminescence; efflux-impaired pdr1/pdr3 knockout yeast; score 100 = 6 SD above DMSO;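 active = lowest replicate activity score at least 50, where 100 means six control SD above control mean; inconclusive = lowest score under 50 but half or more replicates reach 50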;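 note: yeast exposed to compound for 9 h at 30 °C; higher score means more reporter readthrough which indicates perturbed polyadenylation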
AI-2 QS mod = modulators of Vibrio harveyi AI-2 quorum sensing system; Vibrio harveyi JMH597 AI-2 luminescence/OD600 ratio, 9 h; hits give low values; strain lacks LuxN and CqsS sensors; 0 = neutral-control median; activity change, % at 7.5 µM; 0.4% of 300,000 active; AID 2094; in the data active = activity change below about -75%, passing the limit was not always enough; inconclusive = no clear call, values can overlap the other calls;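 note: luminescence divided by OD600 gain over 9 h not by final OD600 alone; inactives centre near 13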
IEC-6 cytotox = IEC-6 cytotoxicity, counter-screen for KLF5 inhibitors. 0.78% of 290,000 active. AID 1825. luminescence viability. inhibition, % at 5 µM; in the data active = inhibition above about 22%;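 note: 0% = plate median of test compound wells and 100% = cytotoxic reference compound wells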
GSK3B inh = human GSK3beta kinase inhibition | P49841 | GST-GSK3beta kinase, ADP-Glo luminescence, 60 min; hits give low values | activity score (negative = inhibition), % at 10 µM | 0.038% of 300,000 active;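 active = more than half of replicate wells score below -50%, meaning over 50% inhibition versus plate controls; inconclusive = some replicates but at most half score below -50%; inactive = no replicate scores below -50%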;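 note: 0% = median DMSO wells and -100% = median GW8510 positive control wells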
Target sequence (P49841 whole entry, looked up): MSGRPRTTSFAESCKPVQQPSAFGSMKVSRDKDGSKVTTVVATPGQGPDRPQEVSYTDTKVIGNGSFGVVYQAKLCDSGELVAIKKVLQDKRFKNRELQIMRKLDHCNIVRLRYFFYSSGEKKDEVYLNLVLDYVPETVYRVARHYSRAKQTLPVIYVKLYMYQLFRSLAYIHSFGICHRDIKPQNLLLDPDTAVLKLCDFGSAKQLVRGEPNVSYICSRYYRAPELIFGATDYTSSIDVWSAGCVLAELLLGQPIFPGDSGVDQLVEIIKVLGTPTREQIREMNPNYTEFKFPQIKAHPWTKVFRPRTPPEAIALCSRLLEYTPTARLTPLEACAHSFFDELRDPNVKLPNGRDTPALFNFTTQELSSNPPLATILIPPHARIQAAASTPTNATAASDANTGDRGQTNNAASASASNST
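Assay system: GST-fused GSK3beta enzyme, cell-free / Medium: Tris pH 7.5 buffer with MgCl2, DTT, BSA, heparin / Also added: peptide substrate plus 25 µM ATP (final) / Compound: 10 µM single point / Timing: kinase reaction with compound 60 min at room temperature / Detection: ADP-Glo luminescence / Benchmarks: DMSO neutral wells and GW8510 at 20 µM as positive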
An asterisk follows results filed as active; i = inactive; u = inconclusive; x = not tested or not shown. Some of the compounds tested; rates above refer to the full screens.

SMILES	GSK3 alpha inh	KLF5 inh	HSF1 inh	HSP90 inh	HSF-1 act	aSyn 5UTR inh	PolyA inhibitor	AI-2 QS mod	IEC-6 cytotox	GSK3B inh
Cc1cc(C(=O)Nc2cccc(O)c2)c(C)o1	-1	-17	2	3	5	-28	i	11	-5	0
Cn1cnnc1SCC(=O)Nc1ccc(Cl)cn1	18	-19	12	2	48	29	i	10	-6	-12
C(=N\n1cnnc1)/c1ccc(OCc2cccc3ccccc23)cc1	-3	-116	8	6	32	-110	i	21	0	1
CC(C)CCNC(=O)c1ccc(Cl)c(N)c1	1	-60	14	-7	36	-81	i	12	5	-1
CCn1cc(CN2CCN(Cc3ccc(C)o3)C(CCO)C2)c2ccccc21 (centres undefined)	-1	-33	-8	5	3	-2	i	14	5	-2
COc1ccc(NCc2nnc(SCC(=O)Nc3ccccc3)n2C)cc1	-1	-14	-3	0	6	-8	i	52	3	1
Cc1cc(/C=C2/C(=N)N3C(=NC2=O)SN=C3S(C)(=O)=O)c(C)n1-c1ccccc1	0	-57	3	0	27	-61	i	65	2	4
COC(=O)c1cc(=O)n(Cc2cccs2)c(=Nc2ccccc2)s1	-1	-3	27	0	32	-13	i	-2	-5	-4
Cc1ccccc1-n1nc(C)c2c(C(=O)NN)cc(-c3ccncc3)nc21	-1	-48	-11	0	-13	u	i	19	0	3
COc1ccc(S(=O)(=O)N2CCN(C(=O)C3CCC3)CC2)cc1	0	x	-3	x	-1	4	i	-2	x	1
CCOC(=O)C1=C(CP(=O)(c2ccccc2)c2ccccc2)NC(=O)NC1c1ccc(OC)cc1 (centres undefined)	x	-30	-2	6	-9	-1	i	11	-9	4
CCOC(=O)c1sc2nc3c(SCC(=O)O)cc(C(=O)c4ccccc4O)cn3c(=O)c2c1C	-2	5	11	5	7	7	i	4	2	2
CC(C)C(=O)NC(=S)Nc1ccc(S(=O)(=O)N2CCN(C)CC2)cc1	-1	2	3	-4	-6	5	i	6	-4	-1
COc1ccc(C(=O)NC(=S)NNC(=O)c2ccc(NC(C)=O)cc2)cc1Br	-1	6	-6	-2	-6	-29	i	28	4	0
CCN(CC)S(=O)(=O)c1ccc(OC)c(NC(=O)C2CC(=O)N(c3ccc4c(c3)OCCO4)C2)c1 (centres undefined)	0	-14	-5	-3	-9	15	i	13	5	1
CC1CC(=S)Nc2ccccc2S1 (centres undefined)	-1	-16	0	-2	-3	7	i	18	-1	0
CC(NC(=S)Nc1ccc(OC(F)F)cc1)c1ccc(F)cc1 (centres undefined)	0	-15	-14	0	-13	1	i	-10	-1	3
O=C(c1ccccc1)N1N=C(c2ccc(F)cc2)CC1(O)C(F)(F)F (centres undefined)	-4	-27	-6	2	0	14	i	14	7	-3
COc1ccc(Cc2nnc(SC(C)C(=O)Nc3ccc(F)cc3Cl)o2)cc1 (centres undefined)	1	x	2	x	-13	5	i	14	x	-3
Fc1ccc(-c2cn3cc(C(F)(F)F)cc(Cl)c3n2)cc1	-1	20	43	0	83*	-101	i	19	6	1
COc1ccc(C(=O)CSc2nnc(CCc3ccccc3)n2-c2ccccc2)cc1	3	-14	2	-2	-2	6	i	6	-3	-4
CCOc1ccccc1OCCCC(=O)N(C)CC(=O)Nc1cc(C)ccc1C	-1	10	3	0	20	3	i	14	0	1
CCn1cc(C(=O)O)c(=O)c2cc(S(=O)(=O)N3CCCCCC3)ccc21	-2	8	-5	0	-1	10	i	17	-1	-1
Cc1ccc(-c2csc(NC3OC(=O)c4ccccc43)n2)cc1 (centres undefined)	-3	10	64	6	81*	22	i	-6	35*	5
CC(=O)c1ccc(NC(=O)/C(=C\c2ccco2)NC(=O)c2ccco2)cc1	-2	-4	-1	-1	8	20	i	x	6	x
CCN(CC(=O)Nc1ccccc1OC)C(=O)CSCc1c(C)noc1C	-1	-16	0	-3	-9	9	i	10	8	1
COc1cc2[nH]c(=S)nc(NCc3cccnc3)c2cc1OC	-1	-1	-8	1	-2	4	x	16	7	0
CCc1nnc(NC(=O)CSc2nnc(Cc3ccccc3)o2)s1	0	-1	4	1	-14	12	i	0	-2	7
COc1cccc(N(C(=O)c2sc(C)nc2C)C(C(=O)NCC2CCCO2)c2ccccc2)c1 (centres undefined)	-2	-24	9	-4	15	19	i	26	4	0
O=C(O)CSCC(=O)Nc1ccccc1SCCS(=O)(=O)c1ccc(Cl)cc1	-5	-42	5	-1	12	-3	i	24	-8	-1
CC(/C=C/c1ccco1)=N\NC(=O)CNc1cccc(C)c1	1	9	4	-1	30	-22	i	11	2	0
O=C(CCS(=O)(=O)c1cccc2nsnc12)NC1CCCCC1	-1	-13	-10	0	-7	-14	i	14	1	-2
C=CCN(c1cccc(C(F)(F)F)c1)S(=O)(=O)c1cccc(C(=O)OCC(=O)NC)c1	0	-11	7	1	-6	8	i	14	11	0
O=C(Nc1ccc(Cl)c(S(=O)(=O)N2CCOCC2)c1)c1ccccn1	0	9	-10	3	4	-25	i	31	5	1
Cn1c(=O)n(C)c2cc(NC(=O)c3cc4ccccc4o3)ccc21	-6	-55	15	3	35	-146	i	-3	5	0
COc1ccc(NC(=O)c2ccco2)cc1NC(=O)c1cccnc1	-1	-42	-15	3	-32	6	i	24	3	2
CCOC(=O)Nc1nc2ccccc2s1	1	-176	12	3	29	-125	i	17	0	0
O=C1C(Cc2ccccc2)NC(=S)N1c1ccccc1 (centres undefined)	-1	-7	6	-2	-7	-12	i	7	-5	1
CCCCc1c(C)nc(N2CCCC2)[nH]c1=O	-1	17	-2	1	-1	20	i	14	-2	0
CCOc1nc(Nc2ccc(F)cc2)nc(N2CCN(c3ccc(OC)cc3)CC2)n1	-4	-13	4	2	14	15	i	7	3	-13
COc1ccc([N+](=O)[O-])cc1N(CC(=O)NC1CCCC1)S(C)(=O)=O	-3	-2	-7	7	4	10	i	14	5	1
Cn1c(N)c(C(=O)COC(=O)CSc2ccccc2)c(=O)n(C)c1=O	1	-19	4	2	11	-4	i	11	0	1
CC(C)CC(=O)Nc1ccc(Cc2ccncc2)cc1	3	-1	-22	-4	-22	-5	i	7	6	3
FC(F)(F)c1cc(-c2ccccn2)nc2cc(-c3ccccc3)nn12	-2	4	-5	-3	6	-78	i	25	2	0
Cc1cc2c(c(Sc3ccccc3)n1)C(=O)OC2	-1	-17	3	3	6	-8	x	-2	1	1
COc1ccc(OCc2nnc(SCC(=O)N3CCOCC3)o2)cc1	x	-3	-2	-3	8	1	i	28	-2	1
C[C@@H]1CC[C@@]2(O[C@H](CCO)C[C@@H](O)[C@@H]2O)O1	-2	-13	4	-3	-22	0	i	15	-5	-1
Cc1ccc(S(=O)(=O)N2CCCC2C(=O)NCc2ccccc2F)cc1 (centres undefined)	0	-3	0	3	5	5	i	12	-3	-2
CCOC(=O)Cn1c(=O)c2c(nc3n2CCN3Cc2ccccc2)n(C)c1=O	-1	-14	-7	-2	-6	7	i	10	-1	1
Cc1c(NC(=O)CSc2nc3ccccc3[nH]2)c(=O)n(-c2ccccc2)n1C	0	-19	1	-1	6	21	i	6	3	3
Cc1cccc(N2CCN(c3ccc4cc(S(=O)(=O)N5CCCCC5)ccc4n3)CC2C)c1 (centres undefined)	1	-24	-1	-6	-4	-11	i	12	-3	-3
N#CC1=C(Nc2ccccc2)SC=C(c2ccc(F)cc2)N=C1N1CCOCC1	-4	-2	x	1	x	x	i	3	-2	1
Cn1c(=O)c(C(=O)CSc2ccccc2)c(N)n(Cc2ccccc2)c1=O	1	-11	-3	1	25	23	i	-5	3	4
Cc1cccc(C(=O)N[C@H](C(=O)OCC(=O)NC(=O)c2cccn2C)C(C)C)c1	0	-29	-8	0	-15	19	i	18	-3	-3
O=C(/C=N/O)Nc1ccccc1C(=O)O	4	-3	-8	5	-14	-25	i	10	4	2
Cc1cc(N/N=C\c2ccc(Br)cc2)nc(-n2nc(C)cc2C)n1	-2	4	-9	3	-13	25	i	22	0	4
O=C(/C=C/c1ccccc1)N1CCCN(C(=O)/C=C/c2ccccc2)CC1	-2	-17	-3	0	-7	14	i	21	1	2
CC(=O)Oc1ccc(/C=C2\N=C(C3CCCCC3)OC2=O)cc1	-3	-20	-2	-1	1	15	i	10	-4	-2
Cc1cc(C(=O)N/N=C/c2cc(Cl)cc([N+](=O)[O-])c2O)c2ccccc2n1	-3	-15	0	-7	5	-63	i	10	11	4
CC(C)C[C@H]1CN=C(Nc2ccccc2)N1CCCC1CCCCC1	3	-6	0	5	4	-69	i	11	-5	1

New compounds follow.
SMILES	GSK3 alpha inh	KLF5 inh	HSF1 inh	HSP90 inh	HSF-1 act	aSyn 5UTR inh	PolyA inhibitor	AI-2 QS mod	IEC-6 cytotox	GSK3B inh
COc1ccc(CNC(=O)C2CCCN(S(=O)(=O)c3ccc(F)cc3)C2)cc1 (centres undefined)	6	-10	5	2	22	-21	i	16	2	5
O=C(/C=C/Nc1ccc(S(=O)(=O)Nc2cnc3ccccc3n2)cc1)c1ccccc1	-3	-16	2	5	-4	15	i	7	-1	-2
CCOC(=O)C1(Cc2ccccc2C(F)(F)F)CCN(C(C)COC)CC1 (centres undefined)	-1	3	-6	6	-13	-13	i	15	2	1
CCN(CCCNC(=O)c1ccc(N2CCCC2=O)cc1)c1cccc(C)c1	-3	-17	13	1	15	-4	i	17	2	1
O=C(CCN1C(=O)COc2ccccc21)NCCCN1CCCC1	-17	-40	-8	-2	-2	14	i	4	-5	1
CC(=O)NC1(c2ccccc2)CCN(CC(=O)N2CCC(C)CC2)CC1	-1	-23	1	1	8	-7	i	9	1	5
N#Cc1c(-c2ccc(Cl)cc2)nc2n(c1=O)CCCS2	-3	12	-8	1	-1	-6	i	21	-7	-2
CC(=O)Nc1ccc(NC(=O)CSc2nnc(-c3ccc(NS(C)(=O)=O)cc3)n2C)cc1C	-2	-9	-2	0	7	-7	i	4	-3	-5
COCCN(C(=O)COC(=O)/C=C/c1ccc(C)o1)c1c(N)n(Cc2ccccc2)c(=O)[nH]c1=O	-2	9	6	2	-1	-4	i	-6	-2	-1
Cc1ccc(-c2nc(CCN3C(=O)c4ccccc4C3=O)cs2)cc1	-3	-6	15	1	10	19	i	7	4	-1
NC(=O)COc1ncn(-c2ccccc2)n1	2	-37	-5	3	4	3	i	22	-1	1
N#Cc1c2n(c(=S)n(-c3ccc(F)cc3)c1=O)CCCCC2	0	-15	5	-2	-12	9	i	9	2	0
Fc1ccc(-c2ccc(Nc3cccc(F)c3)nn2)cc1	-1	-78	-7	-2	-19	-131	i	9	-4	1
